mABHD4 FP: ABHD4 (mouse) inhibition, primary FP screen; purified mABHD4, FP-Rh probe fluorescence polarization; inhibition, % at 8.92 µM; 370,000 tested, 0.54% active; AID 720543;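 active = inhibition exceeding the mean over every tested compound plus 3 SD, cut at about 30% in these data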;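 also: 0% = plate median of compound wells and 100% = S159A mutant with DMSO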
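system = mouse ABHD4 enzyme, wild type | medium = HEPES pH 7.0, NaCl, Pluronic buffer | also added = FP-Rh probe | incubation = Enzyme–compound pre-incubation 45 min, then probe 60 min, both 25 °C | technique = fluorescence polarization, excitation 525 nm, emission 598 nm, BODIPY TMR filters | controls = S159A mutant high control, sample median low control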
PRMT1 FP inh: PRMT1 (human) inhibition, primary screen | Q99873 | recombinant PRMT1, activity-based probe fluorescence polarization | inhibition, % at 2.79 µM | 370,000 tested, 1.3% active;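 active = inhibition above about 21% made by adding two undisclosed values, limit read from the data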
MBD2 inh: MBD2-methylated oligo binding inhibition | inhibition, % at 4.4 µM | AID 686964 | Q9UBB5 | TR-FRET, MBD2 binding to methylated oligonucleotide | 370,000 tested, 0.31% active; in the data active = inhibition above about 13%
Target sequence (Q9UBB5 whole entry, looked up): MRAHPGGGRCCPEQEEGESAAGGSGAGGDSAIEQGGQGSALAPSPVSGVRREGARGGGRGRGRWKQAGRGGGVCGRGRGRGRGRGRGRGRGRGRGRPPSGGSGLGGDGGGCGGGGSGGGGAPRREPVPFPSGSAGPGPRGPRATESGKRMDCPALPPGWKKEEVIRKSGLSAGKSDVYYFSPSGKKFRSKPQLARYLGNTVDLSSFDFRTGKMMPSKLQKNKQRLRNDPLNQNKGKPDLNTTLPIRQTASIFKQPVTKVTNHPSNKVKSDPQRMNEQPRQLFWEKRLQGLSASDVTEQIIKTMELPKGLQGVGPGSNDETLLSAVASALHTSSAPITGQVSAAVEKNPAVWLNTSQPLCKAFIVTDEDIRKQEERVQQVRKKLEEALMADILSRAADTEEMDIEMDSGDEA
TCR-CD3 inh: human TCR-CD3 binding inhibition; TAMRA-labeled TCR probe fluorescence, biochemical; inhibition, % at 9.4 µM; 360,000 tested, 0.37% active; in the data active = inhibition above about 19%;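 also: recombinant mutant TCR 2C K166C tagged with TAMRA read by polarization; 0% = receptor in buffer alone and 100% = receptor with positive control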
LEDGF integ inh: blocks HIV-1 LEDGF/p75-dependent DNA integration; TR-FRET IN-LEDGF/p75 DNA integration, Eu/Cy5; inhibition, % at 3.7 µM; 370,000 tested, 0.64% active;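 active = inhibition above the screen-wide mean plus 3 SD, cut at about 13% in these data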;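 also: signal is the Cy5 over europium emission ratio at 671 and 618 nm; 0% = plate median of compound wells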
SIAE inh: inhibitors of human sialic acid acetylesterase SIAE; Q9HAT2; SIAE FP-Rh probe binding, fluorescence polarization; inhibition, % at 9.66 µM; 370,000 tested, 0.69% active;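 active = inhibition above a cutoff: mean of compounds within the control limits plus 3 SD of those, cut at about 17% in these data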;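 also: 0% = plate median of compound wells and 100% = probe without SIAE protein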
Target sequence (Q9HAT2 whole entry, looked up): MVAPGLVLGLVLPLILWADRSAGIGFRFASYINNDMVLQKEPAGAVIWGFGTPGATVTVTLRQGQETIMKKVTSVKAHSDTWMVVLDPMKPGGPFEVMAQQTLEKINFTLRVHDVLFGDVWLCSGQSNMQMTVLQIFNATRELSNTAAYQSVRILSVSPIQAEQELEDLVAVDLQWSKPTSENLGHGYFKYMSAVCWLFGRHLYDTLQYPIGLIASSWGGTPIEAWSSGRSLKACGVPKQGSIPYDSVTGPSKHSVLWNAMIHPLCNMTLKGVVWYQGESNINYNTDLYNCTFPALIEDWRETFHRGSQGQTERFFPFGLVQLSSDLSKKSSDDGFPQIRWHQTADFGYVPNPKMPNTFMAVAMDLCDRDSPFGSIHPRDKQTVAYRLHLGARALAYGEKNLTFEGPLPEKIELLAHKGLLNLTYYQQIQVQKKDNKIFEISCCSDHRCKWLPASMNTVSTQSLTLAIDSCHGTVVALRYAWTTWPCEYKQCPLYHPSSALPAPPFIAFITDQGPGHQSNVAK
rCAG RNA binder: molecules binding r(CAG) RNA repeats. r(CAG) RNA repeat, TO-PRO-1 dye displacement fluorescence. inhibition, % at 3 µM. 370,000 tested, 1.3% active. AID 651821;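 active = inhibition above the plate cutoff, the mean of all test compounds on that plate plus 3 SD, cut at about 35% in these data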;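 also: 0% = DMSO alone and 100% = 100 µM mitoxantrone as full dye displacement; higher means more dye released from RNA so lower well fluorescence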
TDP2 absorb: blocks human TDP2 phosphodiesterase activity; inhibition, % at 12.8 µM; recombinant TDP2, T5PNP hydrolysis, p-nitrophenol absorbance 415 nm; 370,000 tested, 0.34% active; AID 720702; O95551;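 active = inhibition above the mean of all tested compounds plus 3 SD, set per campaign, cut at about 25% in these data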;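 also: 0% = DMSO with enzyme and 100% = buffer with substrate but no TDP2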
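System – recombinant human TDP2 · Quantity – TDP2 enzyme at 120 nM final · Doses – single concentration, 12.8 µM nominal, with 1% DMSO · Incubation – 2 h at 37 °C · Measured by – epi absorbance of p-nitrophenol freed from T5PNP by hydrolysis · Read-out – % inhibition relative to enzyme-containing and enzyme-free wells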
GC-B act: GC-B (human) receptor activation; HEK293-GC-B cells, CNP EC30, cGMP TR-FRET; 0% at EC30 CNP, 100% saturating CNP; activation, % at 10 µM; 370,000 tested, 0.11% active;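 active = activation at 10 µM reaching about 35% in either raw or pattern-adjusted values, limit read from the data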
HTRA1 inh: inhibitors of human serine peptidase HTRA1; inhibition, % at 5.96 µM; 340,000 tested, 0.5% active; recombinant HTRA1, FP-rhodamine activity-based probe, fluorescence polarization; in the data active = inhibition above about 36%;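 also: 0% = enzyme with DMSO and 100% = wells lacking enzyme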
* marks the source's active call; other numbers are inactive results; nt = no result given.

SMILES	mABHD4 FP	PRMT1 FP inh	MBD2 inh	TCR-CD3 inh	LEDGF integ inh	SIAE inh	rCAG RNA binder	TDP2 absorb	GC-B act	HTRA1 inh
O=C(SCc1c(O)c2ccccc2oc1=O)c1ccccc1	-3	5	-4	-5	-3	-2	14	-6	7	-7
O=c1c2sc3nc(N4CCOCC4)c4c(c3c2nnn1Cc1ccccc1)CCCC4	-12	5	11	-2	3	-4	11	9	31	0
CC(O)(c1ccncc1)c1nc(-c2cccc(C(F)(F)F)c2)cs1 (stereo unspecified)	-9	1	3	0	-3	-2	0	-7	-5	nt
Cc1ccc(S(=O)(=O)c2nc(Nc3ccccc3)sc2Cl)cc1	-14	0	-4	-2	-1	-1	9	-1	7	-51
CCN(CC)CCNC(=O)C12CC3CC(C)(CC(C)(C3)C1)C2	0	-1	-2	2	0	1	-3	7	7	2
O=C(CSc1ccc2nnc(CCNC(=O)c3ccccc3)n2n1)NCc1ccccc1	4	3	3	4	0	-1	-2	-2	0	2
COc1ccc(NC(=O)/C(=C/c2cccs2)NC(=O)c2ccco2)cc1	-9	-4	-1	4	1	-1	-1	11	2	4
Nc1nc(N)nc(-c2cccc(Cl)c2)n1	0	0	5	4	-2	7	1	-1	-2	-6
COc1cc(Cl)ccc1OCc1cc(C(=O)N2CCCC(OC)C2)no1 (stereo unspecified)	3	-3	1	7	1	-1	-3	20	-1	-2
COc1ccc(S(=O)(=O)N2CCN(CC(=O)NCCc3cccs3)CC2)cc1	2	-5	2	4	-5	1	0	8	-7	5
CCOCc1c(C(=O)OCC(=O)/C(C#N)=C(\C)N)oc2ccccc12	-3	0	3	10	3	-5	-3	11	-9	-1
COc1ccc(NC(=S)N2CCC(N(C)CC3CCCO3)CC2)cc1Cl (stereo unspecified)	2	0	-8	4	-2	1	-7	-8	8	-1
CCOCCCn1c(SCC(=O)Nc2ccccc2OC)nc2ccccc2c1=O	2	2	-1	0	3	-3	-4	-13	-1	-13
Cc1ccc(N(CC(=O)NCc2ccccn2)S(=O)(=O)c2ccccc2)cc1C	1	-2	-5	-4	-4	-5	-8	-9	1	0
O=C(/C=C/c1cn(CC(O)CN2CCCCC2)c2ccccc12)c1ccccc1 (stereo unspecified)	-1	-6	-13	3	-1	-2	-6	-18	-14	-8
COCCN(C(=O)COC(=O)/C=C/c1ccc(Cl)c(Cl)c1)c1c(N)n(Cc2ccccc2)c(=O)[nH]c1=O	-4	-1	-3	0	-2	-10	5	2	-1	-2
CC1(C(=O)NCc2ccco2)Cc2c(-c3ccccc3)ccnc2O1 (stereo unspecified)	0	1	2	-6	-4	-1	0	-3	2	nt
O=C(COC(=O)c1ccccc1)Nc1cc(S(=O)(=O)N2CCCCCC2)ccc1Cl	-4	-4	-1	-7	5	-3	2	-8	-4	0
Cc1cccnc1Sc1c([N+](=O)[O-])ncn1C	-1	2	3	-2	-5	2	-3	7	1	2
COc1ccc(CCN2C(=O)CSC2=Nc2ccc(C(C)C)cc2)cc1OC	-9	2	-1	-1	2	-2	-4	5	-4	nt
CCOc1ccccc1/C=N/NC(=O)CNC(=O)c1cccs1	9	3	4	-4	-4	-2	-3	-3	-7	-8
Cn1c(CNC(=O)c2ccc(F)cc2)cc2ccccc21	-7	-3	2	-1	5	6	0	-1	-3	-28
COC(=O)C1CN(C(=O)OC(C)(C)C)C2=C1C(=O)CC(C)(C(=O)OC(C)(C)C)C2 (stereo unspecified)	3	-2	-9	nt	-2	6	-1	6	1	nt
O=C1CCC(C(=O)N2CCC(O)CC2)CN1CCc1ccc(Cl)cc1 (stereo unspecified)	-8	0	-1	6	-1	5	-2	7	0	6
O=C(OCCN=C1NS(=O)(=O)c2ccccc21)c1ccco1	-12	6	6	-1	-6	-6	0	-3	-3	-4
CCCCOc1ccc(CN(CCO)CCO)cc1[N+](=O)[O-]	-6	3	-4	-10	-4	1	-3	6	3	3
COc1c(C)cccc1C(=O)Nc1ccc(N2CCOCC2)c(Cl)c1	-4	-1	2	8	2	2	-1	6	-3	2
Cc1cccc(C)c1N(CC(=O)N1CCN(C)CC1)S(C)(=O)=O	-8	-3	-1	3	1	-8	0	-8	1	1
COc1ccccc1CNCc1cccc(Oc2ccccc2)c1	11	4	3	1	-4	15	0	-1	-6	-1
CC(C)Cn1c(NCCN(C)C)nc2c1c(=O)[nH]c(=O)n2C	0	0	1	3	-3	-1	1	-6	-2	-1

By substructure: the entries above with fluorine
SMILES	mABHD4 FP	PRMT1 FP inh	MBD2 inh	TCR-CD3 inh	LEDGF integ inh	SIAE inh	rCAG RNA binder	TDP2 absorb	GC-B act	HTRA1 inh
CC(O)(c1ccncc1)c1nc(-c2cccc(C(F)(F)F)c2)cs1 (stereo unspecified)	-9	1	3	0	-3	-2	0	-7	-5	nt
Cn1c(CNC(=O)c2ccc(F)cc2)cc2ccccc21	-7	-3	2	-1	5	6	0	-1	-3	-28

(continued)
SMILES	mABHD4 FP	PRMT1 FP inh	MBD2 inh	TCR-CD3 inh	LEDGF integ inh	SIAE inh	rCAG RNA binder	TDP2 absorb	GC-B act	HTRA1 inh
COc1ccc(NC(=O)c2cc(C3CCCCN3C(=O)C3CC3)on2)c(C)c1 (stereo unspecified)	2	-5	-7	2	7	3	0	-13	5	nt
CC(=O)Nc1ccc(NC(=O)C(C)OC(=O)C2CCCCC2)cc1 (stereo unspecified)	1	-1	0	3	0	-7	-1	4	1	2
O=C(NCCN1CCOCC1)Nc1cccc(Cl)c1	0	-5	4	3	0	-6	0	7	1	4
CC1CCCCC1NC(=O)CSCC(=O)O (stereo unspecified)	0	4	4	-7	-2	-2	-1	6	1	9
CN1C(=O)CC(N2CCC(c3nc4ccccc4[nH]3)CC2)C1=O (stereo unspecified)	0	-4	-2	-5	0	0	3	4	-2	-5
Cc1ncc(CO)c(/C=N/NC(=O)c2cc3c(s2)CCCC3)c1O	8	-1	-3	38*	-1	7	8	-16	-2	17
O=C1c2ccccc2C(O)(c2ccccc2)N1C1CC1 (stereo unspecified)	3	-5	-5	7	2	-5	-3	-5	2	-1
Cc1ccc(C)c(NC(=O)CN(C)C(=O)c2nn(C)c(=O)c3ccccc23)c1	-3	-2	8	7	-1	4	-5	0	3	-2
O=C(Cc1ccsc1)Nc1cc(F)ccc1F	2	5	6	-3	-3	2	0	13	0	8
COc1ccc(/C=C/C(=O)NCC(=O)N/N=C/c2ccc(OC)cc2)cc1	3	-3	-6	0	-1	-3	-2	-6	-1	-6
CCCCNC(=O)C1CCCN1C(=O)Nc1cc(C)cc(C)c1 (stereo unspecified)	0	-1	-1	nt	1	1	4	0	1	nt
COc1ccccc1CN1C(=O)C(=O)N(Cc2cccc(C)c2)C1=O	-8	-2	8	-8	2	8	-1	-5	-1	0
O=C(NCc1ccccn1)c1ccc(OC2CCN(Cc3cccs3)CC2)cc1	4	-1	1	14	2	8	-3	4	2	1
O=C(Nc1cccc(S(=O)(=O)NCc2ccco2)c1)c1cccc(Cl)c1	-19	2	2	-2	-3	-10	4	3	-1	-51
O=S1(=O)CCOC(CO)CN1Cc1ccc(Cl)c(Cl)c1 (stereo unspecified)	-1	-2	1	-1	1	-3	4	-6	3	4
Cc1cc(Br)cn2c(Cc3ccccc3)c(-c3cccc(Cl)c3)nc12	-35	9	11	4	1	-12	13	-4	-3	nt
O=C1c2cccnc2C(Nc2ccccc2Br)N1Cc1ccco1 (stereo unspecified)	0	6	0	-1	1	5	-2	-8	0	6
COc1ccc2nc(Cl)cc(Cl)c2c1	-1	0	1	7	-2	-1	2	8	2	4
COc1cccc(C(O)C2OC(=O)c3ccccc32)c1OC (stereo unspecified)	-1	0	0	-1	-1	-3	-2	11	-4	nt
Cc1ccc(NS(=O)(=O)c2cccc3nsnc23)cc1C	7	-1	0	-2	0	-1	0	5	-2	5
COc1ccc(C2CC(=O)Nc3sc(=N)c4c(N)c(C#N)c(N)nc4c32)cc1OC (stereo unspecified)	1	0	2	1	0	-9	1	0	6	7
CC1(Oc2cccc(C#N)c2)CCN(Cc2csc3ccccc23)C1 (stereo unspecified)	2	-2	6	-6	-1	7	2	-3	-7	nt
O=C(COC(=O)C1CCC(=O)N1)Nc1ccc(Oc2ccccc2)cc1 (stereo unspecified)	-1	-1	0	0	3	0	-2	17	-2	3
O=C(NCc1ccco1)/C(=C/C=C/c1ccccc1)NC(=O)c1ccco1	-1	7	-2	-4	-1	-1	8	2	-3	-1
COc1ccc(CCNC(=O)c2c(C)nn(CC(C)C)c2Cl)cc1OC	1	-3	-7	3	0	2	-8	-1	-6	3
CC1(C(=O)NCc2ccc(F)cc2)Oc2ccccc2NC1=O (stereo unspecified)	0	-4	2	3	1	-1	1	4	-6	-1
Cc1ccc(-n2cccc2/C=C2\C(=N)N3N=C(c4ccco4)SC3=NC2=O)cc1	-6	4	1	2	-1	-8	26	16	-5	-13
COc1ccccc1NS(=O)(=O)c1ccc(NC(=O)c2nc3nc(C)cc(C(F)F)n3n2)cc1	-14	-1	4	11	-2	-25	8	9	-5	-3
COc1cc(/C=C/c2nc3ccccc3c(=O)[nH]2)cc(Br)c1O	-3	11	4	-6	-4	11	3	-18	-7	-3
S=C(NCCCN1CCOCC1)NN=C1c2ccccc2-c2ccccc21	-1	6	-4	-8	-2	15	4	3	-4	-8
O=C(COc1ccc2ccc(=O)oc2c1)NC1CCCC1	3	0	1	-11	-1	-3	-3	6	-2	2
O=C(/C=C/c1c(F)cccc1Cl)NCc1ccco1	-3	0	4	4	0	-1	2	1	0	-2
CCCCOC(=O)Nc1ccc(N2CCOCC2)cc1	4	2	3	12	1	6	-5	-1	3	4
COc1ccc(Nc2nc3ccc(C)cc3n3cnnc23)cc1Cl	7	0	2	6	-2	4	12	-6	-3	-9
CC(NC(=O)COC(=O)c1cc(S(=O)(=O)N2CCOCC2)ccc1F)c1ccccc1 (stereo unspecified)	3	-1	-5	4	1	-1	1	1	2	0
COc1ccc(S(=O)(=O)NC(N)=NCCc2ccccc2OC)cc1	-2	1	-3	-3	-3	-16	-1	-2	-5	7
CCCc1nc(SCc2ccccc2Cl)n[nH]1	-3	-1	0	-2	2	-6	-2	-1	2	-1
Cc1onc(-c2ccccc2)c1C(=O)OCC(=O)N1CCC(C)CC1	-9	5	5	-3	-2	0	-2	2	1	7
Cc1cccc(NC(=O)Nc2cnccn2)c1	7	-3	-2	6	-2	-1	-4	-3	-8	-3
CC(C)N(Cc1ccccc1)C(=S)NC(=O)C1(C)CC1(Cl)Cl (stereo unspecified)	-2	-4	0	2	6	-6	-3	25*	-1	2
COc1ccc(N2C(=O)C3CCCN3C2c2ccc(C)cc2)cc1Cl (stereo unspecified)	-4	-2	2	-1	-5	-5	-4	2	-10	3

Compound activity (PubChem)

Only part of the results is shown; count on the stated rates, not on these rows.
